High-throughput results as filed in PubChem BioAssay.
TAG inh: reduces triacylglycerol accumulation in H9c2 cells | Nile Red lipid (TAG) fluorescence; cells loaded with 200 µM oleic acid | 0.66% of 230,000 active | inhibition, % at 12.5 µM;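 active = pattern-corrected inhibition of lipid staining of at least 50% with the nuclear-stain viability signal not falling by more than 50%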;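 also: 0% = DMSO wells and 100% = triacsin C control wells; some results filed as inactive read as strong as hits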
TAG inh DAPI viability: second read-out of TAG inh, no call of its own (marks repeat the call); DAPI nuclei signal change (viability), lower = more cytotoxic, %;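 whole-well DAPI fluorescence read on a plate reader as a viability signal; minus 50 percent equals half of cells still viable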
The depositor's hits bear a star; i = inactive.

(1) O=C(c1ccccc1F)N1C(=O)c2cccc3cccc1c23
(2) Cc1cc(NC(=O)CSc2ncn[nH]2)no1
(3) N#CCSc1nc(-c2ccccc2)cs1
(4) Cc1c(NC(=O)C(C)Oc2cccc(F)c2)c(=O)n(-c2ccccc2)n1C (stereo not given)
(5) COC(=O)N1C(=O)[C@](CC(C)C)(c2ccccc2)N1C(=O)OC
(6) O=S(=O)(NCCCCNS(=O)(=O)c1c(F)cccc1F)c1ccc2c(c1)OCCO2
(7) CCOc1ccc(C2C(C(=O)NC)=C(C)Nc3nc4ccccc4n32)cc1OC (stereo not given)
(8) O=C(Cc1cccc(NC(=O)C2CCCN(C(=O)C3CC3)C2)c1)Nc1cccc(C(=O)N2CCCCC2)c1 (stereo not given)

entry no.	1	2	3	4	5	6	7	8
TAG inh	1	4	-15	-5	-16	4	4	9
TAG inh DAPI viability	2	8	6	1	0	0	2	-1

(9) CC(SCc1ccccc1)C(=O)Nc1ccc(F)cc1 (stereo not given)
(10) CCOC(=O)C1CCCN(C(=O)c2cc(C)oc2C)CC1 (stereo not given)
(11) CCOc1cc(/C=N/NC(=O)NN(C)c2ncc(C(F)(F)F)cc2Cl)ccc1O
(12) CC(CCc1ccccc1)NC(=O)c1nnc(Cc2ccc(Cl)cc2)o1 (stereo not given)
(13) NC(=O)NC(=O)CSc1nnc(-c2ccc(Cl)cc2)n1CC1CCCO1 (stereo not given)
(14) Cc1ccsc1C(=O)N1CCC1(C)C(=O)NCC(C)(C)C (stereo not given)
(15) Cc1nc2cc(NC(=O)CS(=O)(=O)c3ccc(F)cc3)ccc2s1
(16) CC[C@H](C)[C@@H](NC(=O)O[C@@H]1C(=O)c2cc(OC)ccc2O[C@H]1c1ccc(OC)c(Br)c1)C(=O)OC

entry no.	9	10	11	12	13	14	15	16
TAG inh	-36	1	18	1	1	-13	0	0
TAG inh DAPI viability	8	7	-6	-14	34	0	0	-6

In another format: results already given
Every second line gives: TAG inh | TAG inh DAPI viability
(10) CCOC(=O)C1CCCN(C(=O)c2cc(C)oc2C)CC1 (stereo not given)
 : 1 | 7
(11) CCOc1cc(/C=N/NC(=O)NN(C)c2ncc(C(F)(F)F)cc2Cl)ccc1O
 : 18 | -6

Additional records.
(17) O=C(Nc1cccc(Cl)c1)N(Cc1nc2ccccc2c(=O)[nH]1)C1CCCC1
(18) Cc1cc([N+](=O)[O-])nn1CCCC(=O)NCc1ccc(F)cc1
(19) COc1ccc(-c2nn(-c3ccccc3)cc2C(=O)O)cc1
(20) O=C(Nc1ccccc1Br)c1c(F)cccc1Cl
(21) COc1ccc(S(=O)(=O)n2ccc(-c3ccc4c(c3)CCC(C)(C)O4)n2)cc1
(22) O=C(NCS(=O)(=O)c1ccccc1)c1ccccc1
(23) O=C(CN1C(=O)CNC1=O)Nc1cc(Cl)cc(Cl)c1
(24) O=c1c2ccccc2nc2n1C(CSc1ccc(F)cc1)CN2 (stereo not given)

entry no.	17	18	19	20	21	22	23	24
TAG inh	12	0	13	-5	-55	15	8	1
TAG inh DAPI viability	6	2	1	1	10	-12	-7	-7

(25) N#Cc1c(N)n(-c2ccccc2N)c2nc3ccccc3nc12
(26) Cc1ccccc1C(=O)N1CCC(C(=O)N2CCN(c3ncccn3)CC2)CC1
(27) CC1(C)CC(=O)C2(CC3=C(CC(C)(C)CC3=O)O2)C(=O)C1
(28) O=C(OCc1nnc(-c2ccc(Cl)cc2)o1)c1ccc(O)cc1
(29) COc1cccc(Oc2cc(Cl)nc(N)n2)c1
(30) Clc1cccc(Nc2nc(-c3cccnc3)cs2)c1
(31) CCn1ccnc1CN(C)Cc1nc(-c2ccc3c(c2)OCO3)no1
(32) CCOC(=O)C1=C(COC(=O)c2cc(S(=O)(=O)N3CCOCC3)ccc2F)NC(=O)NC1C (stereo not given)

entry no.	25	26	27	28	29	30	31	32
TAG inh	3	8	10	-6	-4	12	-10	8
TAG inh DAPI viability	-2	-1	-1	-3	0	-6	2	-6

A draw from above in order of molar mass, rising.
(3) N#CCSc1nc(-c2ccccc2)cs1
(2) Cc1cc(NC(=O)CSc2ncn[nH]2)no1
(30) Clc1cccc(Nc2nc(-c3cccnc3)cs2)c1
(9) CC(SCc1ccccc1)C(=O)Nc1ccc(F)cc1 (stereo not given)
(1) O=C(c1ccccc1F)N1C(=O)c2cccc3cccc1c23
(19) COc1ccc(-c2nn(-c3ccccc3)cc2C(=O)O)cc1
(23) O=C(CN1C(=O)CNC1=O)Nc1cc(Cl)cc(Cl)c1
(14) Cc1ccsc1C(=O)N1CCC1(C)C(=O)NCC(C)(C)C (stereo not given)
(20) O=C(Nc1ccccc1Br)c1c(F)cccc1Cl
(28) O=C(OCc1nnc(-c2ccc(Cl)cc2)o1)c1ccc(O)cc1

entry no.	3	2	30	9	1	19	23	14	20	28
TAG inh	-15	4	12	-36	1	13	8	-13	-5	-6
TAG inh DAPI viability	6	8	-6	8	2	1	-7	0	1	-3

(12) CC(CCc1ccccc1)NC(=O)c1nnc(Cc2ccc(Cl)cc2)o1 (stereo not given)
(13) NC(=O)NC(=O)CSc1nnc(-c2ccc(Cl)cc2)n1CC1CCCO1 (stereo not given)
(17) O=C(Nc1cccc(Cl)c1)N(Cc1nc2ccccc2c(=O)[nH]1)C1CCCC1

entry no.	12	13	17
TAG inh	1	1	12
TAG inh DAPI viability	-14	34	6

Going on with the list.
(33) Cc1ccc(N/C(N)=N/c2nc(CSc3nnc(N)s3)cc(=O)[nH]2)cc1
(34) O=C(CCc1nc2ccccc2c(=O)[nH]1)OCC(=O)N1CCN(S(=O)(=O)c2ccccc2)CC1
(35) O=[N+]([O-])c1ccc(Cl)c(S(=O)(=O)/N=C(/Nc2cccnc2)c2ccccc2)c1
(36) CSc1ccccc1NC(=O)Cc1ccccc1[N+](=O)[O-]
(37) C/C(=N\Nc1nc2ccccc2s1)c1ccc2c(c1)OCO2
(38) CCN(CC)C(=O)C1CCCN(Cc2cccc(Oc3ccccc3)c2)C1 (stereo not given)
(39) Cc1[nH]nc(SCC(=O)NCCc2ccccc2)c1[N+](=O)[O-]
(40) O=C(NCc1ccco1)C(c1ccccc1)N(C(=O)Cc1cccs1)c1ccccc1F (stereo not given)

entry no.	33	34	35	36	37	38	39	40
TAG inh	-3	-2	-2	-12	24	-5	8	-10
TAG inh DAPI viability	-4	5	6	-6	-5	-4	-6	5

(41) ON=C1c2ccccc2-c2ccc(Br)cc21
(42) Cc1cc(NC(=O)c2ccc3c(c2)C(=O)N(C)C3=O)no1
(43) CC1(C(=O)NS(=O)(=O)c2cccc(F)c2)CCN1C(=O)c1ccccc1 (stereo not given)
(44) Cc1ccc(Cl)cc1NC(=O)CCC(=O)O
(45) O=C(N/N=C/c1ccc(OC(=O)c2ccccc2)cc1)c1ccc(CN2CCOCC2)cc1
(46) O=C(NC1CCc2ccccc21)c1cc(COc2c(F)cccc2F)on1 (stereo not given)
(47) COc1ccc2oc(C(=O)OCC(=O)NC(=O)c3ccccc3)c(C)c2c1
(48) CC(C)CN(C(=O)COC(=O)c1ccccn1)c1c(N)n(Cc2ccccc2)c(=O)[nH]c1=O

entry no.	41	42	43	44	45	46	47	48
TAG inh	-1	2	3	-10	4	-3	8	7
TAG inh DAPI viability	0	-8	3	0	14	2	-1	-1

(49) CN1C(=O)CCS(=O)(=O)C1c1ccc(Cl)c(Cl)c1 (stereo not given)
(50) C=CC[C@@H](CC(=O)NCCO)C(=O)N[C@@H](COC(=O)[C@@H](CC=C)CC(=O)OC(C)(C)C)Cc1ccccc1
(51) O=[N+]([O-])c1ccccc1N/N=C\c1ccccc1Cl
(52) CSc1nnc(-c2cccc(NC(=O)c3ccccc3)c2)n1C
(53) c1ccc(-c2nnc(-c3ccccn3)c(-c3ccccn3)n2)nc1
(54) CC(C)(C)OC(=O)N1CCC[C@H]1C(=O)N/N=C/c1cccc2cccnc12
(55) O=C(COC(=O)c1cncc(Br)c1)Nc1ccc2c(c1)OCO2
(56) CC(=O)Nc1ccc(NC(=O)C(C)OC(=O)c2cccc(S(=O)(=O)N3CCCCCC3)c2)cc1 (stereo not given)

entry no.	49	50	51	52	53	54	55	56
TAG inh	8	-13	10	5	-2	-1	-4	14
TAG inh DAPI viability	8	-7	-16	-5	11	1	-7	6

(57) Cc1nc(C(=O)N2CCCC(N3CCN(c4ccc(F)cc4)CC3)C2)cs1 (stereo not given)
(58) COC(=O)c1ccc(CCc2cc(O)c(Br)cc2O)cc1
(59) CC1(C)Cc2c(c(=S)nc(-c3ccccc3)n2CCOCCO)CO1
(60) CSc1ccc(Cl)c(C(=O)NCc2ccco2)c1
(61) COc1ccc(N2CC(NS(=O)(=O)c3cccs3)CC2=O)cc1 (stereo not given)
(62) CCC(=O)n1nc(-c2cccnc2)nc1NCc1ccc(OC)cc1
(63) CCN1CCN(c2nc3c(c(=O)[nH]c(=O)n3C)n2Cc2cccc(C)c2)CC1
(64) O=C(C1CCN(Cc2ccc(F)cc2)CC1)N(CCO)Cc1ccccc1

entry no.	57	58	59	60	61	62	63	64
TAG inh	-5	7	-4	-9	3	1	-11	-1
TAG inh DAPI viability	2	5	8	11	9	0	12	4

(65) O=C(CSc1cccc2cccnc12)Nc1ccccc1F
(66) Cc1ccc(S(=O)(=O)N2CCN(C(=O)c3cc(=O)[nH]c4ccccc34)CC2)c(C)c1
(67) CCOc1cc(NC(=S)NCCCN2CCOCC2)c(OCC)cc1NC(=O)c1ccccc1
(68) CN(C)c1cc(Nc2cccc(O)c2)c([N+](=O)[O-])c2nonc12
(69) O=C(CCn1cccn1)N1CCCC(Nc2ccc(F)c(F)c2)C1 (stereo not given)
(70) COc1ccc(NC(=O)N(C)C[C@H]2Oc3c(NC(=O)NC(C)C)cccc3C(=O)N([C@H](C)CO)C[C@@H]2C)cc1
(71) COc1cccc(-n2c([S-])c(C(=O)Nc3ccc(S(=O)(=O)N4CCOCC4)cc3)[n+]3cc(C(N)=O)ccc23)c1
(72) CC(/C=N/NC(=O)c1cc(-c2cccnc2)nc2c1c(C)nn2-c1ccccc1)=C\c1ccccc1

entry no.	65	66	67	68	69	70	71	72
TAG inh	73*	6	-2	1	-16	12	11	14
TAG inh DAPI viability	-34*	9	18	1	-3	1	3	17

(73) S=C1SCN(Cc2cccnc2)CN1Cc1cccnc1
(74) O=C(CO/N=C/c1ccc(OC(F)F)cc1)NC1CCCCC1
(75) Cc1ccc(CS(=O)(=O)c2ccc(C(=O)N3CCCCC3)cc2[N+](=O)[O-])cc1
(76) O=C1CC(c2ccccc2)c2ccc(O)cc2O1 (stereo not given)
(77) COc1cc(-c2cc(NC=O)c3ncc(-c4ccc(F)cc4)n3c2)cc(OC)c1OC
(78) O=C(Cc1c(F)cccc1Cl)Nc1cc(S(=O)(=O)N2CCOCC2)ccc1N1CCOCC1
(79) CCNC(=O)N(CC)C[C@H]1N[C@@](CC)(C(=O)OC)[C@H]2C(=O)N(Cc3ccccc3)C(=O)[C@@H]12
(80) CCOC(=O)c1ccc(NC(=O)CN(c2ccc(C)cc2)S(=O)(=O)c2c(C)n[nH]c2C)cc1

entry no.	73	74	75	76	77	78	79	80
TAG inh	37	12	13	-1	-2	6	0	-5
TAG inh DAPI viability	-20	4	-5	-7	-8	-2	9	9

(81) O=C(COc1ccc([N+](=O)[O-])cc1Cl)NCCN1C(=O)CSC1=O
(82) COc1ccccc1Nc1nc(N)nc(CN(C)C2CCCCC2)n1
(83) O=C(COc1ccccc1Br)NCCC1=CCCCC1
(84) CC(=O)Nc1ccc(S(=O)(=O)Nc2nc3ccccc3nc2Nc2ccc(O)cc2)cc1
(85) CC(=O)c1ccc(NC(=S)Nc2cccc(S(=O)(=O)Nc3c(C)n(C)n(-c4ccccc4)c3=O)c2)cc1
(86) COc1ccc(NC(=O)c2cc(-c3ccccc3)nc3c2cnn3C(C)C)cc1
(87) O=C(COc1ccc(Br)cc1Br)NC1CCCC1
(88) COC(=O)[C@@]1(Cc2ccc(F)cc2)[C@H]2c3cc(C(=O)N4CCCC4)n(CCCNc4ncc(C(F)(F)F)cc4Cl)c3C[C@H]2CN1C(=O)c1ccccc1

entry no.	81	82	83	84	85	86	87	88
TAG inh	-2	-19	3	-7	-23	15	8	78*
TAG inh DAPI viability	3	-2	-2	9	-3	-2	6	-6.1*

(89) Cc1nnc(C)n1/N=C/c1cc(Br)cc(Br)c1O
(90) Cc1ccc(C2=NOC(=O)/C2=C\c2ccc(C)o2)cc1
(91) COc1ccc(OC)c2sc(NC(=O)C(C)C)nc12
(92) COC(=O)c1oc2ccc(OC)cc2c1N
(93) O=C(Nc1cccc(S(=O)(=O)C(F)F)c1)c1ccc(S(=O)(=O)N2CCCC2)cc1
(94) CCOC(=O)N(C)c1c(CC)nc2c(OCc3cc(Cl)cc(Cl)c3)cccn12
(95) COc1ccc(C(=O)c2ccc(N3CCOCC3)cc2)c(OC)c1
(96) CC(C)(C)C(=O)/C=c1\s/c(=C\c2ccc(-c3ccc([N+](=O)[O-])cc3)o2)c(=O)n1CC(=O)NC(N)=O

entry no.	89	90	91	92	93	94	95	96
TAG inh	0	-4	7	16	8	5	-15	i
TAG inh DAPI viability	4	3	-1	-8	7	-6	-8	85

A portion of the library. The share of hits here may be higher or lower than overall.
